Assay outcomes deposited in PubChem by Columbia University Molecular Screening Center.
Htt clearance = clearance of mutant huntingtin inclusions, primary screen, imaging, HeLa Exon1htt(103Q)mCFP, confocal imaging | AID 853, 2007 | aggregate imaging; zero = plate's median compound well | inhibition, % at 1.5 µM | 47,000 tested, 0.42% active;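 active means inhibition of aggregate fluorescence above about 70%, also judged a hit by eye on the cell image, limit read from the data, passing the limit was not always enough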;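 further: cells exposed to compound for three days before fixation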
Htt clearance grain fraction = also measured in Htt clearance; calls as there; fraction fluorescence in grains; measured here: aggregate grain fluorescence fraction; stronger effect = lower value;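 scaled fraction of total cell fluorescence in grains with unit not stated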
* = called active by the depositor; i = inactive.

Values run as follows: Htt clearance	Htt clearance grain fraction
- CCc1c(C(=O)NC2CCCC2)csc1C
 : -48.6	27.9
- COCCCN1C(=O)C(O)=C(C(C)=O)C1c1ccccn1 (centres undefined)
 : 69.7	5.63
- COc1cccc(NC(=O)Nc2ccc3c(c2)nnn3C)c1
 : 51.9	8.58
- CCOC(=O)c1sc(NC(=O)c2cc3n(n2)C(C(F)(F)F)CC(c2ccccc2)N3)c(C(=O)OCC)c1C (centres undefined)
 : -5.5	41.3
- O=C(NCC1COc2ccccc2O1)c1ccccc1 (centres undefined)
 : 4.2	17.7
- CSc1nc2ccc3nc(NC(=O)c4ccc(C)cc4)sc3c2s1
 : 29.4	26.1
- O=C(Nc1cc(C(F)(F)F)ccc1N1CCCCC1)c1ccco1
 : 40.5	11.5
- CC1(C)NC(=O)N(CC(O)COc2ccccc2-c2ccccc2)C1=O (centres undefined)
 : -11.4	39.3
- CCOC(=O)CNC(=O)CSc1nnc(COc2ccc(Cl)cc2)n1CC
 : -14.5	39.7
- Cc1nnc(SCCn2c(N3CCN(Cc4ccccc4)CC3)nc3c2c(=O)[nH]c(=O)n3C)s1
 : 2.8	41.6
- c1nc(N2CCOCC2)c2[nH]cnc2n1
 : 15.0	16.5
- c1ccc(CCN2CCN(c3ncnc4c3cnn4-c3ccccc3)CC2)cc1
 : -19.5	22.2
- NS(=O)(=O)c1ccc(NCc2c(F)cccc2Cl)cc1
 : 24.9	13.8
- COn1c(-c2ccccc2)nc2ccc(Cl)cc21
 : -58.3	33
- O=C(CSc1nc2ccccc2o1)Nc1ccc(N2CCOCC2)c(Cl)c1
 : 25.0	13.9
- N#Cc1ccc(OCc2nnc(SCC(=O)N3CCCc4ccccc43)n2-c2ccccc2)cc1
 : 12.7	33.5
- CCCc1nc2ccccc2n2cc3c(=O)n(C)c(=O)n(C)c3c12
 : 61.2	7.16
- CC(C)(C)c1ccc(-c2nc(-c3ccncc3)no2)cc1
 : 11.2	17.5
- Cc1cccn2c(=O)c3cc(C#N)c(=O)n(CCCN4CCOCC4)c3nc12
 : -71.0	30.4
- CN(C)c1nc(C(=O)NN)nc(N(C)C)n1
 : i	225
- Nc1nc(-c2ccco2)c(-c2ccco2)s1
 : -24.1	25.1
- COc1ccc(CC(=O)N2CCOCC2)cc1
 : -30.4	22.9
- O=C1c2ccccc2C(=O)N1CCCCSc1nnc2ccccn12
 : -33.3	50
- OCCN1CN=C(Nc2nc3ccccc3s2)NC1
 : 30.1	22.1
- CC(O)c1nc2ccccc2n1C/C=C/c1ccccc1 (centres undefined)
 : -29.7	23.3
- Cc1ccc(C(=O)CSc2nc(C)cc(=O)[nH]2)cc1
 : 4.2	38.5
- O=c1oc(-c2cccs2)nc2sc3c(c12)CCCCC3
 : -32.6	59.3
- C=CCNc1nc(-c2ccccc2)nc(-n2ccnc2)n1
 : 23.8	26
- O=C(Cn1cc(C(F)(F)F)ccc1=O)N1CCN(S(=O)(=O)c2ccccc2)CC1
 : 43.1	21.1
- COc1ccc(C(=O)NC2CCCCC2)cc1S(=O)(=O)N1CCCC1
 : -18.7	39.8
- CC(C)=CCCC(C)N(C=O)C(C)CCC=C(C)C (centres undefined)
 : 53.6	9.07
- CC(C)(C)NS(=O)(=O)c1ccc(NC(=O)c2cc(-c3ccccc3)nc3ccccc23)cc1
 : -37.7	41.9
- Cc1ccc(Cn2c(SCC(C)C)nc3c2c(=O)[nH]c(=O)n3C)cc1
 : -54.1	59.1
- O=C(Nc1cccc2ncccc12)c1cccnc1
 : 6.9	34.8
- O=S1(=O)CC(O)C(Nc2ccc(Cl)cc2)C1 (centres undefined)
 : 69.8	5.65
- COc1ccc(-n2c(Cc3cc(=O)[nH]c(=O)[nH]3)nnc2SCC(=O)NC2CCCC2)cc1
 : -11.6	50.3
- Cn1c(=O)[nH]c(=O)c2c1nc(Br)n2CCCCSc1nc2ccccc2o1
 : 61.6	8.21
- O=C(Nc1ccccc1C(=O)NCc1ccc(Cl)cc1)c1ccco1
 : 9.5	17
- CCOC(=O)CC(=O)Nc1nc2ccccc2s1
 : -19.9	53.6
- CC(C)C(=O)NCCSc1c[nH]c2ccccc12
 : 28.9	34.4

Retrieved one by one from the entries so far (3):
Values run as follows: Htt clearance	Htt clearance grain fraction
- CC(C)C(=O)NCCSc1c[nH]c2ccccc12
 : 28.9	34.4
- Cc1nnc(SCCn2c(N3CCN(Cc4ccccc4)CC3)nc3c2c(=O)[nH]c(=O)n3C)s1
 : 2.8	41.6
- CCOC(=O)CNC(=O)CSc1nnc(COc2ccc(Cl)cc2)n1CC
 : -14.5	39.7

Going on with the list:
Values run as follows: Htt clearance	Htt clearance grain fraction
- Cn1c(SCC(=O)N2CCCc3ccccc32)nnc1-c1c[nH]c2ccccc12
 : 35.6	10.9
- CCN(CC)c1ccc(NC(=O)CCCCCN2C(=O)c3ccccc3C2=O)cc1
 : 8.1	37
- CCSCC1COC(c2cccn2Cc2ccc(C)cc2)=N1 (centres undefined)
 : -15.7	42
- O=C1CCC(C(=O)Nc2cccc3ccccc23)N1 (centres undefined)
 : 27.9	12.8
- CC12CC(c3ccccc3O1)C(C(=O)NCc1ccccc1)C(=O)N2 (centres undefined)
 : 52.1	16.5
- Cc1ccc2c(CN3C(=O)NC(C)(c4ccc5c(c4)OCO5)C3=O)cc(=O)oc2c1 (centres undefined)
 : 23.9	13.8
- Cc1ccc(-c2c(C#N)c(N)nc3c2CCCCC3)cc1
 : -6.5	22.4
- Cc1cc2oc(=O)cc(CN3CCC(C)CC3)c2cc1Cl
 : 23.6	33.1
- Cc1ccc(CCNC(=O)C2CCN(S(=O)(=O)N3CCC4(CC3)OCCO4)CC2)cc1
 : -27.8	26.6
- Cc1ccc(NS(=O)(=O)c2cc(C(=O)N3CCN(C)CC3)ccc2C)cc1
 : 24.9	13.1
- CCOc1c(N2CCCCC2)c(=O)c1=O
 : 3.1	38.2
- CCOC(=O)CN1C(=O)CSc2ccccc21
 : 26.5	24.6
- C=CCN(C)CC/C=C1\c2ccccc2CSc2ccccc21
 : -4.2	19.6
- O=C(C1CCN(S(=O)(=O)c2cccc3cccnc23)CC1)N1CCn2c1nc1ccccc12
 : 33.4	30.1
- O=C1CC(c2ccncc2)c2cc3c(cc2N1)OCO3 (centres undefined)
 : -7.1	17.9
- CCn1c(SCC(=O)Nc2nc(C)cs2)nnc1C(NC(=O)c1ccccc1Cl)C(C)C (centres undefined)
 : -51.5	28.4
- Cc1cccc(-n2nnnc2SCc2csc(-c3ccccc3)n2)c1
 : 64.7	16.4
- CCOC(=O)C1/C(=N\O)CC(C)(O)C(C(=O)OCC)C1c1ccc(N(C)C)cc1 (centres undefined)
 : 0.8	23.4
- Cc1csc(NC(=O)C(Cc2ccccc2)n2cccc2)n1 (centres undefined)
 : -2.8	31.8
- C=CCN1C(=O)c2ccccc2Sc2ccc(C(=O)N3CCN(C)CC3)cc21
 : 25.4	15.5
- Cc1ccc(OCC(=O)N/N=C/c2ccco2)cc1
 : -30.1	27.4
- COc1ccc(CN(C(=O)CSc2nnc(-c3c[nH]c4ccccc34)o2)c2ccc(F)cc2)cc1OC
 : 55.4	8.12
- CC(C(=O)O)c1n[nH]c(=O)c2ccccc12 (centres undefined)
 : -178.8	85.8
- COc1ccc2c(c1)C(NC(C)=O)C(=O)N2C (centres undefined)
 : 0.7	20.5
- O=C(c1ccc([N+](=O)[O-])cc1)N(Cc1ccc(Cl)cc1)N1C(=O)CCCC1=O
 : 11.3	20.9
- O=C(c1c(F)cccc1F)N(Cc1ccccn1)C1CCCC1
 : 9.1	18.5
- CCCCc1nnc(NC(=O)C2CCCO2)s1 (centres undefined)
 : -26.2	26
- CC(C)n1c(SCC(=O)Nc2nc3c(s2)CCCC3)nc2c1c(=O)n(C)c(=O)n2C
 : 48.1	10.5
- Cc1c(NC(=O)c2ccccc2)c(=O)n(-c2ccccc2)n1C
 : 77.7*	4.01*
- Cc1ccc(NC(=O)/C(=C/c2ccco2)c2ccccc2)c(C)c1
 : -103.7	41
- CCOC(=O)c1ccc(S(=O)(=O)N2CCNCC2)cc1
 : -1.2	20.7
- CN1C(=O)/C(=C/c2cn(CC(=O)N3CCCCC3)c3ccccc23)c2ccccc21
 : -33.7	50.5
- CC1CCc2nc(N)c(C#N)c(-c3cccn3C)c2C1 (centres undefined)
 : 36.0	21.7
- COc1cccc(C(=O)Nc2cnc(NC(=O)c3ccco3)cc2C)c1
 : 8.2	16.3
- CN(C1CCCCC1)S(=O)(=O)c1ccc(NC(=O)C2CCCCC2)cc1
 : 22.8	24.9
- CS(=O)(=O)Nc1cccc2cccnc12
 : 32.8	22.9
- O=C(c1ccc(Cl)cc1)C1CCN(C(=O)N2CCOCC2)CC1
 : 22.8	13.9
- C=CCNC(=O)C1CC(=O)N(c2ccc(OCC(=O)Nc3ccc(OC)cc3)cc2)C1 (centres undefined)
 : -10.3	20.4
- CCOC(=O)Nc1ccc2ncn(C)c(=O)c2c1
 : 0.4	46.8
- CCOC(=O)c1sc(Nc2ccccc2)nc1C
 : -110.8	49.2
- O=C1CC(NCc2ccc3c(c2)OCO3)C(=O)N1Cc1ccc2c(c1)OCO2 (centres undefined)
 : -12.2	38.9
- COc1ccc(NC(=O)CN(C)S(=O)(=O)c2ccccc2)cc1OC
 : -0.8	18.9
- Cc1cc(=O)oc2ccc(OC(=O)c3cccc(S(=O)(=O)N4CCOCC4)c3)cc12
 : -3.2	21.2
- O=C(O)C1=C(C(=O)Nc2ccc(F)c(Cl)c2)CCCC1
 : -48.0	51.9
- O=C(Nc1nc2c(s1)CCCC2)c1ccc(Br)o1
 : 24.8	30.6
- COc1cccc(CC(=O)NCC2COc3ccccc3O2)c1OC (centres undefined)
 : 14.6	29.9
- O=c1cc(CSc2nnnn2-c2ccccc2)[nH]c2[nH]n(-c3ccccc3)c(=O)c12
 : -35.5	50.6
- Brc1ccc(-c2nc(-c3ccncc3)no2)o1
 : -102.7	36.4
- CSCCC(NS(=O)(=O)c1ccc2c(c1)oc(=O)n2C)C(=O)NC1CCCCC1 (centres undefined)
 : -23.7	38.2
- COc1ccccc1OCC(=O)OCC(=O)NCCN1C(=O)CSC1=O
 : -30.3	50
- CCn1c(Sc2ccc(N)cc2Cl)nc2ccccc21
 : 11.0	17.9
- CC(Sc1cccc2cccc(C(=O)O)c12)C(=O)O (centres undefined)
 : 7.8	18.6
- Cc1n[nH]c(C)c1CCCOc1ccccc1
 : 54.8	14.3
- CC1CCc2cc(F)cc3c(O)c(C(=O)NCc4ccco4)c(=O)n1c23 (centres undefined)
 : 15.3	31.1
- COc1ccc(-c2nc(S(=O)(=O)c3ccc(C)cc3)c(N3CCCC3)o2)cc1
 : 14.2	17
- COc1ccc(C2NC(=O)CS2)cc1OC (centres undefined)
 : 23.8	26.7
- CCc1nc(N)c(C#N)c(-c2ccccc2OC)c1C
 : -7.1	45.2
- Cc1ccc(CN(CC(=O)NCCc2ccccc2)C(=O)CCCC(=O)Nc2cc(C)on2)cc1
 : -49.4	30.9
- O=C(CSc1ncc(-c2ccc(F)cc2)[nH]1)Nc1cccc(O)c1
 : 11.4	33.2
- Cn1ccnc1SCc1cc(=O)[nH]c2ccccc12
 : -31.9	25

(cont.)
Values run as follows: Htt clearance	Htt clearance grain fraction
- CCOC(=O)c1sc(NC(NC(=O)c2ccco2)(C(=O)OC)C(F)(F)F)nc1C (centres undefined)
 : -85.1	68
- N#Cc1c(/N=C/c2ccco2)sc2c1CCC2
 : 17.2	30.9
- O=C(Cc1cccs1)Nc1nnc(CCc2ccccc2)s1
 : -25.9	25.4
- Cc1cc(C)c(S(=O)(=O)N(C2=NCCS2)S(=O)(=O)c2c(C)cc(C)cc2C)c(C)c1
 : 65.4	6.48
- COC(=O)C1=C(N)Oc2cc(C)n(Cc3ccccc3)c(=O)c2C1c1ccccc1 (centres undefined)
 : -52.3	24.4
- COc1cccc(NC(=O)Cn2c(=O)n(CCCC(=O)NCc3ccco3)c(=O)c3ccccc32)c1
 : -9.0	42.5
- COc1ccc(NC(=O)CSc2nnc(Cc3ccccc3)o2)c(OC)c1
 : 18.7	16.9
- CC(NC(=O)C12CC3CC(CC(C3)C1)C2)C(=O)NCCN(C)C (centres undefined)
 : -56.7	61.4
- CCOC(=O)C1=C2SCCN2C(=O)C(C#N)C1(C)C (centres undefined)
 : 36.7	23.3
- COc1ccc(OC)c(C2=Nn3c(nnc3-c3ccco3)SC2)c1
 : 53.1	16.4
- COc1ccc(-c2noc(-c3ccccc3-c3ccccc3)n2)cc1
 : 46.1	21.5
- COc1ccc(NS(=O)(=O)c2ccc(NC(C)=O)cc2)cc1OC
 : -30.9	51.1
- COc1cc2nc(CN3C(=O)c4ccccc4C3=O)oc(=O)c2cc1OC
 : 4.7	37.3
- O=C(NCc1cccnc1)C1CC(=O)N(c2ccc(F)cc2)C1 (centres undefined)
 : -46.6	53.2
- CN1CCN(c2ccc([N+](=O)[O-])cc2S(=O)(=O)N2CCOCC2)CC1
 : -27.6	49.6
- O=C(c1ccccc1)c1ccc2nc(-c3ccc(NC(=O)c4ccccc4Br)cc3)[nH]c2c1
 : 12.6	29.2
- O=C(CCSc1nc2ccccc2o1)N1CCOCC1
 : -20.0	25.8
- Cc1ccccc1CN1CCN(S(=O)(=O)c2ccc(F)cc2)CC1
 : 13.9	15.1
- Cc1nn(CCC(=O)NNC(=S)Nc2ccc(Cl)cc2)c(C)c1[N+](=O)[O-]
 : -108.5	39.5
- Cc1ccc(-c2noc(CCC(=O)Nc3ccc(C)cn3)n2)cc1
 : 12.6	16.1

2 successive records out of the list so far, quoted:
Values run as follows: Htt clearance	Htt clearance grain fraction
- Cc1ccc(NS(=O)(=O)c2cc(C(=O)N3CCN(C)CC3)ccc2C)cc1
 : 24.9	13.1
- CCOc1c(N2CCCCC2)c(=O)c1=O
 : 3.1	38.2

This is a subset; the hit share may differ from the screen's.
